KCNK3 inh: human KCNK3 channel inhibition, primary screen; CHO-KCNK3 thallium flux, FluxOR fluorescence; active compounds read low; B-score at 10 µM; actives 0.84% (n = 340,000); AID 602410; O14649;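 active = B-score under library mean minus 4 SD, starting fluorescence ratio at most library mean plus 5 SD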;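 note: more negative B-score means stronger inhibition of thallium flux through KCNK3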
MrgX1 allo act: human MrgX1 positive allosteric modulation, primary screen. MrgX1-HEK293, Fluo-4 calcium flux, FDSS; active compounds read high. B-score at 10 µM. actives 0.63% (n = 310,000). AID 588675;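 active = plate-corrected calcium response at least 3 library SD above typical, normal starting fluorescence, not activating the receptor alone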;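 note: compound read alongside a low EC10 to EC30 dose of BAM8-22 agonist; peak minus trough fluorescence over baseline measured at the second addition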
hERG protect: hERG (human) protection from proarrhythmic block; activation (rescue from dofetilide block), less the hit threshold, % at 10 µM; AID 1511; CHO-hERG, FluxOR thallium flux, dofetilide IC70 present; Q12809; actives 0.51% (n = 310,000);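 active = activation above the mean of controls blocked by dofetilide plus 5 SD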;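 note: thallium influx through hERG after potassium depolarization seen as dye fluorescence rise; in these data hits start at about 4.7%; inactives centre near -7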
Target sequence (Q12809 whole entry, looked up): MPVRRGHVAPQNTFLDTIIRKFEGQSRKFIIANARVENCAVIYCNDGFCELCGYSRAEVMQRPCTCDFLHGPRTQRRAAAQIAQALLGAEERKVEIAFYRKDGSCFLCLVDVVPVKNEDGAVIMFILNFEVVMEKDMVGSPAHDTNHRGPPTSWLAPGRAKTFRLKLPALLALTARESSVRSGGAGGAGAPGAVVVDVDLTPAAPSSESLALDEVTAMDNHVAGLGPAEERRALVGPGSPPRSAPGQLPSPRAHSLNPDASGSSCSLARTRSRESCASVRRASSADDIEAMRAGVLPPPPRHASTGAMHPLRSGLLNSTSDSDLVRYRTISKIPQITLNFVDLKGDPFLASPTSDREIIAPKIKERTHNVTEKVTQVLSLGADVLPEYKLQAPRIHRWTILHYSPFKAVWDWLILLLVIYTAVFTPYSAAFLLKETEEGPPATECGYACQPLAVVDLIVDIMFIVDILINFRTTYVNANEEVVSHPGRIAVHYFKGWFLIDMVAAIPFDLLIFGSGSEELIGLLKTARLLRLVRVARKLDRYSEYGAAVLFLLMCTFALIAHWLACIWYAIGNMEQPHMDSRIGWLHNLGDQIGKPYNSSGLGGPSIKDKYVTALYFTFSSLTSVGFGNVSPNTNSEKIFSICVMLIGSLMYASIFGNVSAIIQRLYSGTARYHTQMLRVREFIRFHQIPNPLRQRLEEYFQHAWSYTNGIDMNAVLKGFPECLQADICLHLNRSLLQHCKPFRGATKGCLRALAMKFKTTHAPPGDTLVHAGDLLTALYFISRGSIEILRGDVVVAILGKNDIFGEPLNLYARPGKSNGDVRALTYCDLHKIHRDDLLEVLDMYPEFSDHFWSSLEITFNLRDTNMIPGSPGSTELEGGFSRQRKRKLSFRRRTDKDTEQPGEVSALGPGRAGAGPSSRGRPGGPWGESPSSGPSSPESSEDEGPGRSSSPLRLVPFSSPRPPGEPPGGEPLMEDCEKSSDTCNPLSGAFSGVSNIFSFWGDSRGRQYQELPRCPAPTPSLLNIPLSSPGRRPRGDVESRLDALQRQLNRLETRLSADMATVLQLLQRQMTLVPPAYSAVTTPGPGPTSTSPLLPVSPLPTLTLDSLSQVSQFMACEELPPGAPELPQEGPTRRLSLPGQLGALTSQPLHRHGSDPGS
RGS4 act: potentiators or activators of RGS4 | B-score at 10 µM | actives 0.92% (n = 310,000) | HEK293 M3R/inducible RGS4, carbachol calcium flux Fluo4; active compounds read low;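 active = B-score of the integrated calcium signal more than 4 SD below the library mean, with starting fluorescence not abnormally high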;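 note: negative B-score means reduced calcium response which marks RGS4 activation or potentiation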
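Also added: carbachol at ECmax as muscarinic agonist stimulus; Assay system: HEK293 cells with stable M3R and inducible RGS4; Timing: overnight RGS4 induction, 30 min dye load 37 °C, 20 min compound RT; Measured by: Fluo4-AM (2 µM) calcium-flux fluorescence, kinetic read.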
KCNQ1 block: human KCNQ1 channel inhibition; CHO-K1 KCNQ1, FluxOR thallium flux fluorescence; active compounds read high; actives 1.3% (n = 310,000); P51787; B-score at 10 µM; AID 2642;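 active = compounds whose thallium flux B-score, printed positive for inhibition, exceeds three library SD while starting fluorescence stays within three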;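 note: channel opened by potassium depolarization with thallium stimulus after 20 min compound exposure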
RGS4 inh: human RGS4 inhibition. P49798. HEK293 M3R/RGS4 inducible, Fluo-4 calcium flux; active compounds read high; triggered by carbachol at its EC20. B-score at 10 µM. actives 0.45% (n = 310,000);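 active = B-score, a plate-corrected calcium signal, over three deviations above library mean, with baseline fluorescence within five deviations of library mean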;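 note: RGS4 expression induced by doxycycline in cells with stable M3 receptor; B-score is computed from the integrated fluorescence ratio over baseline after carbachol; higher B-score means a larger calcium signal and so more RGS4 inhibition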
ANO1 block: blocks the mouse calcium-activated chloride channel TMEM16A. normalized B-score (activity score, 25-100; higher = stronger inhibition) at 10 µM. actives 1.2% (n = 310,000). HEK293 TMEM16A/YFP iodide influx fluorescence, ionomycin. AID 588511;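 active = ratio plate-corrected score three or more library SD toward inhibition, starting fluorescence score within five deviations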;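 note: score derived from kinetic fluorescence span divided by baseline fluorescence per well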
KCNK9 block: inhibitors of human KCNK9 two-pore domain potassium channel; HEK293 KCNK9, FluxOR thallium flux fluorescence; active compounds read low; AID 488922; Q9NPC2; actives 1.2% (n = 310,000); B-score at 10 µM;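 active = ratio B-score over 3 SD below the library mean, with starting fluorescence within 5 SD of its mean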;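 note: negative B-score means less thallium flux so channel inhibition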
KCNQ1 pot: potentiators or activators of human KCNQ1 potassium channel; P51787; CHO-K1 KCNQ1, thallium flux FluxOR fluorescence; active compounds read high; B-score at 10 µM; actives 0.35% (n = 310,000); AID 2648;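 active = fluorescence ratio B-score, a plate-corrected score, at least three library SD, with initial intensity B-score within 5 SD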
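System: CHO-K1 cells stably expressing KCNQ1 / Medium: assay buffer for compound exposure, DMSO matched across wells / Reagent: thallium- and potassium-containing depolarizing buffer / Compound: one concentration, matched DMSO / Incubation: 20 min compound pretreatment at room temperature / Measured by: kinetic FluxOR fluorescence, 10 s baseline plus 110 s post-stimulus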
MrgX1 ag: activates human MrgX1 receptor signaling; Q96LB2; MrgX1-HEK293 cells, Fluo-4 calcium fluorescence, agonist mode; active compounds read high; B-score at 10 µM; actives 0.44% (n = 310,000); AID 588627;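 active = calcium response B-score plate-corrected fluorescence ratio at least 3 library SD, with starting fluorescence B-score inside 5 SD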
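System: HEK293 cells stably expressing human MrgX1 receptor; Dosing: test compound in the initial addition of three; Schedule: overnight plating, then 30 min 37 °C plus 30 min room-temperature dye loading; Detection: kinetic calcium dye fluorescence, Fluo-4 NW; Controls: per-plate positive and negative controls for Z′ factor.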
TMEM16A act: activates or potentiates the mouse TMEM16A chloride channel | Q8BHY3 | B-score at 10 µM | actives 0.3% (n = 340,000) | HEK293 TMEM16A/YFP-H148Q/I152L, iodide quench fluorescence; active compounds read low;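 active = fluorescence-ratio B-score plate-corrected deviation score at least 3 library SD below zero, with starting fluorescence score within 5 deviations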;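 note: channel opened by trigger with iodide after compound preincubation; score built on the fluorescence ratio of max minus min over baseline; more negative score means more quench and so TMEM16A activation or potentiation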
Numbers without * were called inactive; i = inactive; . = not tested or not shown.

smiles,KCNK3 inh,MrgX1 allo act,hERG protect,RGS4 act,KCNQ1 block,RGS4 inh,ANO1 block,KCNK9 block,KCNQ1 pot,MrgX1 ag,TMEM16A act
CCOC(=O)c1cc(-c2ccccc2)sc1NC(=O)COC(=O)c1cccc(S(N)(=O)=O)c1,i,i,-9,i,i,i,i,i,i,i,i
CCOC(=O)CSCc1csc(CC(=O)Nc2ccccc2C)n1,i,i,-2,i,i,i,i,i,i,i,i
COc1ccc(Cc2nnc(NC(=O)c3ccccc3[N+](=O)[O-])s2)cc1,i,i,-10,i,i,i,i,i,i,i,i
CN(C(=O)Cc1c[nH]c2ccccc12)C(C(=O)Nc1ccc2c(c1)OCO2)c1ccccc1 (centres undefined),i,i,-14,i,i,i,i,i,i,i,i
O=C(NCC1CCCO1)c1ccc(NC(=O)c2ccc(Br)cc2)cc1 (centres undefined),i,i,-3,i,i,i,i,i,i,i,i
COc1cc(-c2nnc(CSc3nnc(N)s3)o2)cc(OC)c1OC,i,i,-5,i,i,i,i,i,i,i,i
Cn1cc(CCNCc2cn[nH]c2-c2ccc(-c3ccccc3)cc2)cn1,i,i,-14,i,i,i,i,i,i,i,i
N#CCC(=O)Nc1ccc(C(=O)OCc2ccccc2Oc2ccccc2)cc1,-10*,i,-14,i,i,i,i,-11*,i,i,i
CC(=O)N(CCCNC(=O)c1ccccc1)C(=O)c1ccccc1,i,i,-4,i,i,i,i,i,i,i,i
COc1ccc(CCNC(=O)CS(=O)Cc2nc(-c3cccs3)oc2C)cc1OC (centres undefined),i,i,-6,i,i,i,i,i,i,i,i
CCOC(=O)Nc1ccc2c(c1)N(C(=O)CN(CC)CC)c1ccccc1C=C2,i,i,-3,i,i,i,i,i,i,i,i
CCOc1ccc(-n2c(SCC)nc3c(c2=O)SCC3)cc1,i,i,-10,i,i,i,i,i,i,i,i
CCOCCCNC(=S)N(CCN(C)C)Cc1cc2cc3c(cc2[nH]c1=O)OCCO3,i,i,-4,i,i,i,i,i,i,i,i
O=C(c1ccccc1)N1CCN(c2ncnc3c(-c4ccccc4)nsc23)CC1,i,i,-25,i,i,i,i,i,i,i,i
CC(=O)N1c2ccccc2N(Cc2ccc(C)cc2C)C(=O)C1(C)C,i,i,-8,i,i,i,i,i,i,i,i
Cc1cc(=O)[nH]c(SCC(N)=O)c1C#N,i,i,.,.,.,.,i,.,.,i,i
COc1ccc(C2N=C(c3ccccc3)NC(c3ccccc3)=N2)cc1,i,i,-4,i,i,i,i,i,i,i,i
Cc1sc(NC(=O)Cn2nc(C(F)(F)F)cc2C)c(C(=O)OC(C)C)c1C,i,i,-10,i,i,i,i,i,i,i,i
CC1(C)NC(=O)N(CCOCCSc2ccccc2)C1=O,i,i,-10,i,i,i,i,i,i,i,i
O=C(O)CSc1nnc(-c2cc3ccccc3o2)n1-c1ccccc1,i,i,-11,i,i,i,i,i,i,i,i
COc1cccc(CNCCc2c[nH]c3ccccc23)c1OCc1ccccc1,i,i,-15,i,i,i,25*,i,i,i,i
Cc1ccc(NC(=O)CCNC(=O)c2ccco2)cc1Cl,i,i,-3,i,i,i,i,i,i,i,i
CCOC(=O)C(=CNc1ccc(Cl)cn1)C(=O)OCC,i,i,-5,i,i,i,i,i,i,i,i
CCCCn1c(N)c(N(CCOC)C(=O)c2cc(-c3ccc(F)cc3)nc3ccccc23)c(=O)[nH]c1=O,i,i,-18,i,i,i,i,i,i,i,i
Cc1ccc2c(c1)C(O)(CC(=O)c1cccc(-n3cccc3)c1)C(=O)N2 (centres undefined),i,i,-3,i,i,i,i,i,i,i,i
CCOC(=O)Cc1ccc(NS(=O)(=O)c2ccc(SC)cc2)cc1,i,i,-7,i,i,i,i,i,i,i,i
O=C(CNS(=O)(=O)c1ccccc1)NCC(=O)OCc1ccc(Cl)cc1,i,i,-14,i,i,i,i,i,i,i,i
O=C(N=C1SC2CS(=O)(=O)CC2N1Cc1ccc(F)cc1)C1CCCO1 (centres undefined),i,i,-9,i,i,i,i,i,i,i,i
O=C(O)[C@H]1CCCC[C@H]1C(=O)Nc1cc([N+](=O)[O-])ccc1F,i,i,-7,i,i,i,i,i,i,i,i
CC(C)C(=O)NC(NC(=S)Nc1ccc(S(N)(=O)=O)cc1)C(Cl)(Cl)Cl (centres undefined),i,i,-5,i,i,i,i,i,i,i,i
CC(C(=O)N1CCN=C1c1ccccc1)N1C(=O)c2ccccc2C1=O (centres undefined),i,i,-1,i,i,i,i,i,i,i,i
Nc1nc(N2CCN(C(=O)c3ccco3)CC2)nc2ccccc12,i,i,-6,i,i,i,i,i,i,i,i
O=C(CSc1nc2cc(Cl)ccc2s1)NC1CCCc2ccccc21 (centres undefined),i,i,-3,i,i,i,i,-7.8*,i,i,i
O=C(COc1ccccc1)N1CCc2ccccc2C1,i,i,-4,i,i,i,i,i,i,i,i
COC(=O)Nc1nnc(/C=C/c2ccccc2)s1,i,i,-8,i,i,i,i,i,i,i,i
CCN(CC)S(=O)(=O)c1ccc(/C=C/C(=O)Nc2ccc(F)cc2F)cc1,i,i,-2,i,i,i,i,i,i,i,i
O=C(O)CCn1c(=O)[nH]c2ccccc2c1=O,i,i,-9,i,i,i,i,i,i,i,i
O=c1cc(/N=C/c2coc3cc(Br)ccc3c2=O)[nH]c(=S)[nH]1,i,i,-11,i,i,i,i,i,i,i,i
COc1ccc(CN(C(=O)CN2C(=O)C(C)Oc3ccccc32)C2CCCC2)c(OC)c1 (centres undefined),i,i,-13,i,i,i,i,i,i,i,i
COC(=O)Cc1ccc(NC(=S)N2CCN(c3cccc(O)c3)CC2)cc1,i,i,-9,i,i,i,i,i,i,i,i
Cc1cc(Cl)c(S(=O)(=O)NCc2cccnc2)cc1OCC(N)=O,i,i,-6,i,i,i,i,i,i,i,i
CCCCN(C)CCCNC(=O)CC1Oc2ccccc2NC1=O (centres undefined),i,i,-4,i,i,i,i,i,i,i,i
CC(NCc1ccc2c(c1)OCO2)c1ccccc1 (centres undefined),i,i,-11,i,i,i,i,i,i,i,i
Cn1c(=O)cc(SCC(=O)NCCC2=CCCCC2)c2cc(Cl)ccc21,i,i,-8,i,i,i,i,i,i,i,i
CC(C)[C@H](NC(=O)c1ccco1)C(=O)OCC(=O)N1CC(=O)Nc2ccccc21,i,i,-6,i,i,i,i,i,i,i,i
O=C(COC(=O)c1cc(S(=O)(=O)NCc2ccccc2)ccc1O)c1cc2ccccc2o1,i,i,-13,i,i,i,i,i,i,i,i
COCC(=O)Nc1cc(Cl)ccc1C,i,i,-3,i,i,i,i,i,i,i,i
Cn1cc(S(=O)(=O)N2CCCC(C(=O)O)C2)cn1 (centres undefined),i,i,4,i,i,i,i,i,i,i,i
CCCCn1ccnc1C(=O)c1ccc(S(=O)(=O)N2CCCC2)cc1,i,i,-9,i,i,i,i,i,i,i,i
C=CCNC(=O)Nc1ccc2nc(C)sc2c1,i,i,-5,i,i,i,i,i,i,i,i
O=C1/C(=C\c2cc([N+](=O)[O-])ccc2O)SC(=S)N1Cc1ccc(Cl)cc1,i,i,-31,i,17*,i,i,i,i,i,i
O=c1[nH]c2ccc(NC(=S)Nc3ccc(F)cc3)cc2[nH]1,i,i,-7,i,i,i,i,i,i,i,i
COc1ccc2oc(=O)c(C(=O)NCc3ccccn3)cc2c1,i,i,-5,i,i,i,i,i,i,i,i
COc1ccc2nc(SCC(=O)/C(C#N)=C(\C)N)[nH]c2c1,i,i,-9,i,i,i,i,i,i,i,i
O=C(Nc1ccc(Cl)cc1)c1ccc(Br)cc1F,i,i,-19,i,i,i,i,i,i,i,i
NC(=O)c1nsc(C(=O)N(CC(=O)NCc2ccccc2)c2ccc(F)cc2)c1N,i,i,0,i,i,i,i,i,i,i,i

Later entries
smiles,KCNK3 inh,MrgX1 allo act,hERG protect,RGS4 act,KCNQ1 block,RGS4 inh,ANO1 block,KCNK9 block,KCNQ1 pot,MrgX1 ag,TMEM16A act
CS(=O)(=O)N(CC(=O)NCC1CCCO1)Cc1ccc(Cl)cc1 (centres undefined),i,i,-6,i,i,i,i,i,i,i,i
CN(C)CCOC(c1ccc(Cl)cc1)c1ccccn1 (centres undefined),i,i,-7,i,i,i,i,i,i,i,i
Cc1ccc(C)c(N(CC(=O)NCCSCc2ccco2)S(C)(=O)=O)c1,i,i,-3,i,i,i,i,i,i,i,i
COc1cc(C=C2C(=O)OC(C)(C)OC2=O)ccc1OCC(=O)Nc1ccccc1,i,i,-16,i,i,i,i,i,i,i,i
COC(=O)c1cccc(NC(=O)c2cc3ccccc3o2)c1,i,i,-10,i,i,i,i,i,i,i,i
COc1ccc(-c2[nH]ncc2/C=N\NS(=O)(=O)c2ccc(Cl)cc2)cc1,i,i,-13,i,i,i,i,i,i,i,i
CC(C)(Cc1ccccc1)NC(=O)C(=O)c1cn(CC(=O)N2CCOCC2)c2ccccc12,i,i,-14,i,i,i,i,i,i,i,i
COc1cc(C=O)ccc1OCC(=O)N1CCOCC1,i,i,-4,i,i,i,i,i,i,i,i
Cc1c(N(C)C(=O)c2ccccc2F)c(=O)n(-c2ccccc2)n1C,i,i,-6,i,i,i,i,i,i,i,-6.5*
O=C(CCCOc1ccccc1)Nc1nncs1,i,i,-3,i,i,i,i,i,i,i,i
CCN(CC)CCCNC(=O)Cn1nc(-c2ccccc2)ccc1=O,i,i,-11,i,i,i,i,i,i,i,i
O/N=C/c1cn(-c2ccc(Cl)cc2)nn1,i,i,-9,i,i,i,i,i,i,i,i
CS(=O)(=O)N(CC(=O)Nc1ccccc1C(=O)NCc1ccccc1)c1ccc2c(c1)OCCO2,i,i,-19,i,i,i,i,i,i,i,i
CN(C)S(=O)(=O)N1CCC(CO)(Cc2cccc(C(F)(F)F)c2)CC1,i,i,-18,i,i,i,i,i,i,i,i
